# Compound activity deposited in PubChem BioAssay by several laboratories.
# Peg3 prom inh – Peg3 promoter-driven luciferase inhibitors, primary screen, cell-based, HeLa, luciferase luminescence; HeLa PEG-Prom luciferase reporter, overnight; inhibition, % at 20 µM; 360,000 compounds, 1.7% hits;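 active = inhibition of at least 50% at 20 µM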
# iPSC survival up – enhancers of single-cell hiPSC survival, primary screen, ATPlite luminescence | AID 602274, 2012 | 360,000 compounds, 0.044% hits | 100% = ROCK inhibitor wells, 0% = DMSO | survival enhancement, % at 20 µM; in the data active = survival enhancement above about 18%;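 note: cells exposed to compounds for 16 hours before the ATP read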
# TRPM1 prom inh – inhibitors of MITF-dependent TRPM1 promoter reporter, primary screen, cell-based, SK-MEL-5, single point, luciferase; 330,000 compounds, 0.83% hits; inhibition, % at 12.5 µM; AID 488899, 2010; SK-MEL-5 TRPM1 promoter luciferase, 24 h;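 active = mean inhibition across replicates of 60% or more, whatever share of single replicates reaches that level; inconclusive = some that reach 60%, reason not given; inactive = mean inhibition across replicates below 60%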; note: values of inactives mirror those of a sister screen read the other way
# NR2E3 ag-1 – NR2E3 agonists in two-hybrid cells, primary screen, cell-based, luminescence, CHO-S, Gal4-NCOR/VP16-NR2E3 | Photoreceptor-specific nuclear receptor (Homo sapiens), Q9Y5X4 | luciferase | inhibition of corepressor binding, % at 3.98 µM | 360,000 compounds, 0.35% hits | AID 602229, 2012;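 active = inhibition above the mean of all tested compounds plus 3 SD, cut at about 70% in these data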;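 note: 0% = DMSO with NR2E3 transfected cells and 100% = cells lacking NR2E3 construct; higher means lower luciferase signal from less NR2E3 corepressor binding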
# Target sequence (Q9Y5X4 whole entry, looked up, the tested form may be a part): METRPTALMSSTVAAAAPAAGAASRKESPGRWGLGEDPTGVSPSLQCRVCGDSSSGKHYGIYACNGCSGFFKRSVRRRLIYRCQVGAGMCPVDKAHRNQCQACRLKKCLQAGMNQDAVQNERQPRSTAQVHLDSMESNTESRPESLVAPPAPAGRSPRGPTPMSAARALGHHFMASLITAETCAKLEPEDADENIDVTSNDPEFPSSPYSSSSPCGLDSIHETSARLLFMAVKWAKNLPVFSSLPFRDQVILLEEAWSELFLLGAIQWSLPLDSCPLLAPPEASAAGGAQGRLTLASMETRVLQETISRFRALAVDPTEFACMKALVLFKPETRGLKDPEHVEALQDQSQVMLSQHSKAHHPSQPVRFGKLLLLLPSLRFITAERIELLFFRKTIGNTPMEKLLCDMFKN
# Exocytosis inh – LAMP-1 surface exposure blockers, TALL-104 cells – cell-based, flow cytometry, MLPCN library, primary screen; TALL-104 LAMP-1 surface exposure; cells stimulated with thapsigargin and PMA; inhibition, % at 10 µM; 360,000 compounds, 0.66% hits;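 active = inhibition above about 55%, limit read from the data; inconclusive = no clear call, values can overlap the other calls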
# Vif imaging – HIV Vif self-association inhibitors, primary screen, imaging, HEK293T, single point; HEK293T cells, Vif self-association by quenched fluorescence, 24 h; inhibition, % at 7.49 µM; 340,000 compounds, 0.35% hits; in the data active = inhibition above about 50%, passing the limit was not always enough; inconclusive = no clear call, values can overlap the other calls; inactive = below about 31%; note: some results filed as inactive read as strong as hits
# HIF-2a block – HIF-2a reporter inhibitors, primary screen, luminescence, 786-0 RCC cells | 786-0 RCC cells HIF-2a reporter, luciferase luminescence, overnight | inhibition, % at 18.8 µM | 360,000 compounds, 0.72% hits | AID 624352, 2012;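 active = inhibition of the luminescence signal of 40% or more relative to plate controls, in a single-dose primary screen at 18.75 µM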
# CaV13 FRET inh – Primary screen for inhibitors of IQ motif and Ca2+-dependent inactivation inhibitor domain binding in CACNA1D, Förster resonance energy transfer in living cells, …. 340,000 compounds, 0.098% hits. AID 743397. inhibition, % at 12.3 µM. HEK cells, CFP/YFP FRET ICDI-IQ, plate reader, 10 min; percent FRET-ratio fall versus neutral wells;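 active = mean replicate inhibition of at least 30% and at least 1% of replicates passing that level; inconclusive = only one of the two criteria is met; inactive = neither criterion is met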;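 note: 0% = median of the neutral control wells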
# PDI turbidity – inhibitors of human PDI, primary screen, biochemical, turbidity, single point, plate reader; 350,000 compounds, 0.052% hits; AID 588391, 2011; inhibition, % at 10 µM; PDI insulin aggregation turbidity, A650, 90 min;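 active = mean inhibition across replicates of 30% or more, whatever share of single replicates reach that level; inconclusive = mean inhibition below 30% while every single replicate reaches 30%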;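 note: absorbance from insulin aggregation driven by PDI reduction with DTT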
# Target sequence (P07237 whole entry, looked up): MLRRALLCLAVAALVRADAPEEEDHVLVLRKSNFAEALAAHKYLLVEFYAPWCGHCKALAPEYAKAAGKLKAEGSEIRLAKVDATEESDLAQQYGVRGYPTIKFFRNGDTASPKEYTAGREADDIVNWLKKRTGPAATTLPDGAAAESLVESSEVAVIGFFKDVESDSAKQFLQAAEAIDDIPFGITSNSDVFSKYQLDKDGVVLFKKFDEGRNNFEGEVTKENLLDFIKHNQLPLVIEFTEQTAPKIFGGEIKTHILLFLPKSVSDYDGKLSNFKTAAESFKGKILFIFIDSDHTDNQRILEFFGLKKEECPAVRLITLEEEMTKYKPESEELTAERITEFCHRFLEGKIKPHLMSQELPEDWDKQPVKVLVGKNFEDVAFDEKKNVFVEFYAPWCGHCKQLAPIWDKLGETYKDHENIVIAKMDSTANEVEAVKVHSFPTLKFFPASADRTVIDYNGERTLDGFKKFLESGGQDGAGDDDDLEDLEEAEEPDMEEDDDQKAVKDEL
# aDG glyco up – activators of alpha-DG glycosylation, primary screen, uHTS, Pro5-aDG cells, AlphaScreen; alpha-DG glycosylation AlphaScreen (IIH6); 0% Pro5, 100% B10-LARGE cell signal; activation, % at 10 µM; 360,000 compounds, 0.22% hits;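 active = activation of at least 8% versus controls, or a plate z-score of at least 8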;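 note: Pro5 are CHO cells carrying HIG-tagged alpha-DG that lacks glycosylation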
# NR2E3 ag-2 – inhibitors of NR2E3-RetCOR corepressor binding, primary screen, NR2E3 agonist project, biochemical, TR-FRET, GST-NR2E3, biotin-RetCOR; Photoreceptor-specific nuclear receptor (Homo sapiens), Q9Y5X4; 1536-well; inhibition of corepressor binding, % at 4.78 µM; 320,000 compounds, 0.12% hits; AID 2300, 2010;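 active = percent inhibition above the cutoff of mean plus 3 SD of all tested compounds, set per screening campaign, cut at about 20% in these data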;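 note: 0% = DMSO wells and 100% = biotin wells as full block of FRET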
#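 System: GST-tagged NR2E3 plus biotinylated RetCOR corepressor; Buffer or medium: pH 7.5 Tris-based buffer; Probe or stimulus: RetCOR corepressor, biotinylated, 7 nM; Doses: compound at 4.8 µM, single dose; Schedule: 5 h incubation at 4 °C; Technique: time-resolved FRET; Evaluation: percent inhibition of TR-FRET ratio; Replication: one well per compound, singlicate testing.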
# Numbers without * were called inactive; ? = inconclusive; nt = not tested or not shown.
SMILES,Peg3 prom inh,iPSC survival up,TRPM1 prom inh,NR2E3 ag-1,Exocytosis inh,Vif imaging,HIF-2a block,CaV13 FRET inh,PDI turbidity,aDG glyco up,NR2E3 ag-2
C=CCS(=O)(=O)N1CCCC(N(C)CCc2ccc(OC)c(OC)c2)C1 (configuration not stated),13.3,0.2,3.1,-10.3,-1.7,8.6,-3.2,-20.9,-0.6,0.1,6.8
Cc1ccc(NC(=O)C2CCCN2C(=O)OC(C)(C)C)cc1C (configuration not stated),-4.9,-0.1,2.5,-7.7,5.5,3.5,-5.7,-1.7,-2.9,0.0,-3.8
CNc1ccc([N+](=O)[O-])cc1,-11.8,-2.4,0.9,-14.0,-2.4,2.5,3.2,nt,nt,0.1,-1.3
N#Cc1cc(-c2ccccc2)nc(Oc2ccc(Cl)cc2)n1,2.3,-0.9,11.6,-27.9,-1.5,-26.5,-60.9,-15.9,-3.7,0.6,-0.1
COC(=O)c1cn(CCOc2ccccc2OC)c2ccccc12,3.1,-2.5,10.9,-19.2,-5.2,-11.5,-10.1,-5.3,11.0,0.2,2.9
Cc1ccc(S(=O)(=O)N[C@H](C(=O)OCC(=O)N2N=C(c3ccc(Cl)cc3)CC2c2ccco2)C(C)C)cc1 (some centres not stated),25.7,-2.1,-14.7,13.1,5.8,5.0,-0.8,-3.1,-2.0,1.3,-2.3
O=S1(=O)N=C(Nc2ccc(O)cc2)c2ccccc21,3.0,-1.1,5.3,-0.2,-1.4,14.2,4.9,-0.5,-3.7,0.4,-3.0
Cc1ccc(Oc2c(C=O)c3ccccc3n2C)cc1,7.2,-0.1,1.5,-14.4,0.0,2.8,16.5,nt,0.8,0.0,4.4
O=C1CSC(c2ccccc2)N1c1ccccc1F (configuration not stated),7.9,-0.8,-6.7,-9.8,8.8,-12.4,11.9,-4.6,-5.7,0.1,-0.1
CSc1nnc2c(n1)[nH]c1c(C)cccc12,-116.3,-2.6,-13.5,-18.6,2.7,-1.1,-152.0,-7.9,2.9,0.2,0.6
COC(=O)c1ccc(NC2CC(=O)N(c3ccccc3C)C2=O)cc1 (configuration not stated),-123.4,-0.2,0.6,-6.1,-1.2,nt,7.7,nt,8.0,-0.2,-2.8
CCCCn1cnc2sc3c(c2c1=N)CCCC3,36.1,1.2,-6.0,7.1,0.5,-3.6,9.8,-3.9,4.1,1.2,-0.9
CC(=O)Nc1cc(-c2ccccc2)nn1Cc1ccc(Cl)cc1,19.8,1.1,11.4,3.0,-1.1,-1.0,-47.8,-8.3,-0.5,-0.1,2.1
CC(=O)NC(c1ccccc1)c1nc(-c2cnc3ccccc3c2)cs1 (configuration not stated),-85.2,-0.7,nt,-45.0,-2.2,-4.3,-209.6,-4.8,4.0,0.0,nt
CC(C)c1ccc(OCc2nnc(SCC(=O)N3CCCCC3)o2)cc1,-54.8,1.2,-11.4,-20.0,-1.0,1.8,-68.2,-5.1,6.9,0.0,6.5
Cc1ccc(C)c(C(=O)CSc2nc(C)cc(=O)[nH]2)c1,3.1,0.5,1.4,1.9,-1.6,-0.1,-3.1,-19.9,0.1,0.1,-0.3
CCOc1ccccc1OCCC(=O)Nc1ccc2c(c1)OCO2,-2.4,0.9,-5.8,4.7,-4.9,1.4,-10.0,-6.7,-25.9,0.2,nt
CCOC(=O)N1CCC(=NNc2ncc(C(F)(F)F)cc2Cl)CC1,-29.1,0.5,5.2,-7.7,0.3,-6.8,13.6,-0.2,3.3,-0.2,1.0
COc1cccc(OCc2cc(C(=O)N(C)C3CC(C)(C)NC(C)(C)C3)no2)c1,14.1,0.0,-16.5,-13.6,-1.5,4.8,9.5,-2.9,10.1,-0.2,-0.8
O=c1[nH]c([N+](=O)[O-])nn1C(c1ccccc1)c1ccccc1,-0.9,-0.2,nt,-10.1,1.0,-12.4,19.2,-16.7,-2.6,-0.1,0.8
CC(c1ccccc1)C(CC(=O)O)C(=O)Nc1ccc(Cl)c(Cl)c1 (configuration not stated),5.9,0.7,6.1,-13.7,-11.1,-4.7,19.6,-3.6,0.9,0.0,3.1
C[C@H](NC(=O)OC(C)(C)C)C(=O)N/N=C/C1=Cc2ccccc2OC1,0.2,-0.1,2.6,-33.1,2.6,-0.6,-2.4,3.3,6.2,0.1,-0.5
CCOc1ccc(CN(C)CC(=O)Nc2cc(OC)c([N+](=O)[O-])cc2C)cc1,0.2,-0.2,9.7,0.2,-0.8,3.9,3.5,-3.2,-18.8,0.7,2.5
COc1ccc(C(=O)CSc2nnc(Cn3nnc4ccccc43)n2C)cc1,14.8,0.6,-3.8,13.7,-4.5,0.3,-0.3,-8.2,11.8,0.0,-0.8
CC1([N+](=O)[O-])COC(C=Cc2ccccc2)OC1 (configuration not stated),-23.6,2.9,-6.1,-9.9,1.2,0.3,-59.6,-9.0,-16.3,-0.3,nt
COCCNC(=O)C(c1ccc(O)cc1)N(Cc1ccccc1)C(=O)CCC(=O)Nc1nccs1 (configuration not stated),6.7,-0.4,3.4,-5.6,-9.8,-4.1,10.6,-3.0,-0.6,0.1,3.0
Cc1cccc(-n2ncc3c2CCCC3NC(=O)CC(F)(F)F)c1C (configuration not stated),14.2,0.2,-12.7,-9.1,2.1,-4.0,18.4,-10.6,-0.7,0.2,4.6
CC1CC(C)CN(C(=O)C2CCC(CNS(=O)(=O)c3ccccc3)CC2)C1 (configuration not stated),15.2,-0.4,5.3,-7.7,-4.5,-12.3,14.1,-19.4,3.7,0.1,-1.4
C[C@@H]1CCC(=O)N(CC[C@H](Sc2ccc(Br)cc2)c2ccccc2)CC1,-9.2,-3.5,3.4,8.4,-3.0,-15.4,11.8,-6.4,7.9,0.3,-1.0
Cc1cccc(NC(=O)CN2CCN(CC(=O)NCC3(N4CCCCC4)CCCCC3)CC2)c1C,-4.8,-0.4,-16.5,8.9,26.6,-3.6,8.9,-5.4,1.5,-0.1,nt
O=C(Cn1cnc2c(nnn2Cc2ccc(F)cc2)c1=O)N1CCN(c2ccccc2)CC1,3.6,-1.9,2.0,-1.7,-0.5,nt,8.0,-3.3,8.9,0.2,7.8
CCOC(=O)c1ccccc1NC(=O)Cn1cnc2c1c(=O)n(C)c(=O)n2C,-7.7,0.7,3.9,-9.3,-2.8,5.2,14.4,nt,3.2,0.4,1.2
NC1=NS(=O)(=O)NC1c1ccc(Br)cc1 (configuration not stated),4.7,1.4,-1.9,0.8,6.2,5.0,9.2,-3.4,1.4,-0.1,1.3
COc1ccccc1CN(Cc1cc2cc(C)cc(C)c2[nH]c1=O)Cc1nnnn1CC1CCCO1 (configuration not stated),20.2,0.9,14.2,-12.0,-2.7,-2.3,-4.4,-8.7,-1.1,-0.1,1.1
Cc1ccc(S(=O)(=O)N2CCCCC2)c2nsnc12,-0.1,-0.3,1.8,-31.1,-5.2,5.6,15.7,-2.8,11.7,-0.1,0.9
COc1cccc(C2c3c(oc4ccc(Cl)cc4c3=O)C(=O)N2c2cc(C)on2)c1OC (configuration not stated),27.9,0.6,2.6,7.8,2.9,-8.2,11.0,-6.9,7.0,-0.3,-3.7
COc1ccccc1CNS(=O)(=O)c1cccc(S(=O)(=O)N2CCOCC2)c1,21.3,-5.0,19.6,-10.1,-2.0,3.9,3.1,-4.5,7.9,0.1,1.5
O=C(c1cc(COc2ccc3c(c2)CCCC3)on1)N1CCCC1,-372.6,-0.5,-112.9,-133.3,-4.2,1.0,-229.8,-8.9,4.9,0.0,-2.0
CC(C)c1cccc(OCC(=O)Nc2ccc(S(=O)(=O)Nc3ccccn3)cc2)c1,22.0,-0.4,19.3,-12.7,7.6,20.9,17.4,-3.8,-6.5,-0.1,-2.2
Cc1c(/C(O)=C2/C(=O)C(=O)N(CCN3CCOCC3)C2c2ccco2)cnn1-c1ccccc1 (configuration not stated),-167.2,0.0,-13.6,33.7,27.4,-4.1,-28.5,-1.3,8.2,0.0,nt
CC(Oc1ccccc1)C(=O)Nc1c2c(nn1-c1ccccc1)CS(=O)(=O)C2 (configuration not stated),5.5,0.3,-0.2,-13.9,-1.0,-3.1,15.7,-5.8,2.5,-0.1,-0.2
Nc1ccc2nn(-c3ccc(Cl)cc3)nc2c1,-280.1,-0.2,1.7,-104.0,2.7,-10.1,-129.9,-4.4,-3.9,0.6,4.5
O=C1OCc2ccc(NC(=O)C3CCCCC3)cc21,-2.6,-0.8,2.0,-11.3,-5.0,nt,10.9,-7.3,-12.0,-0.1,-1.0
O=C(NC(Cc1ccccc1)C(=O)O)c1ccccc1 (configuration not stated),-3.6,-2.9,3.5,-5.5,-0.8,-6.8,3.2,-0.7,4.8,-0.1,1.9
O=C1CCCCCN1CP(=O)(O)CCc1ccccc1,8.4,-3.2,3.1,5.0,-0.1,-8.2,16.2,-6.7,3.1,-0.1,0.0

# Molecules listed so far that have a tert-butyl group (2):
SMILES,Peg3 prom inh,iPSC survival up,TRPM1 prom inh,NR2E3 ag-1,Exocytosis inh,Vif imaging,HIF-2a block,CaV13 FRET inh,PDI turbidity,aDG glyco up,NR2E3 ag-2
Cc1ccc(NC(=O)C2CCCN2C(=O)OC(C)(C)C)cc1C (configuration not stated),-4.9,-0.1,2.5,-7.7,5.5,3.5,-5.7,-1.7,-2.9,0.0,-3.8
C[C@H](NC(=O)OC(C)(C)C)C(=O)N/N=C/C1=Cc2ccccc2OC1,0.2,-0.1,2.6,-33.1,2.6,-0.6,-2.4,3.3,6.2,0.1,-0.5

# The results go on:
SMILES,Peg3 prom inh,iPSC survival up,TRPM1 prom inh,NR2E3 ag-1,Exocytosis inh,Vif imaging,HIF-2a block,CaV13 FRET inh,PDI turbidity,aDG glyco up,NR2E3 ag-2
O=C(CSc1ncccn1)Nc1ccc(S(=O)(=O)N2CCCCC2)cc1,6.0,-2.1,0.5,14.2,-2.2,-5.3,10.1,-4.6,-15.2,0.3,-2.9
N#Cc1cnc(SCC(=O)NNC(=O)COc2cccc3ccccc23)nc1N,4.7,-1.8,26.5,-11.6,?,-0.6,0.4,-15.1,-0.4,0.0,0.1
CCOc1ccc(N(CC)C(=O)c2cn(CC)c(=O)c3cc(OC)c(OC)cc23)cc1,-1.0,0.5,-5.8,-16.7,-0.4,2.8,10.6,-3.5,-1.7,0.0,2.5
S=c1[nH]c2ncccc2o1,9.0,-1.4,3.4,-12.1,1.2,nt,18.7,-7.4,-4.4,0.1,-1.9
